Screening results deposited in PubChem BioAssay by The Scripps Research Institute Molecular Screening Center.
TAAR1 antag = antagonists of human TAAR1; Q96RJ0; CHO RD-HGA16 TAAR1, Fluo-8 calcium fluorescence, antagonist; inhibition, % at 3 µM; 1.5% of 360,000 active; AID 624466;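 active = inhibition above a per-plate cutoff, the mean inhibition of test compounds on that plate plus 3 SD, cut at about 49% in these data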;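 note: 0% = DMSO plus EC80 beta-PEA response and 100% = DMSO alone without agonist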
Target sequence (Q96RJ0 whole entry, looked up): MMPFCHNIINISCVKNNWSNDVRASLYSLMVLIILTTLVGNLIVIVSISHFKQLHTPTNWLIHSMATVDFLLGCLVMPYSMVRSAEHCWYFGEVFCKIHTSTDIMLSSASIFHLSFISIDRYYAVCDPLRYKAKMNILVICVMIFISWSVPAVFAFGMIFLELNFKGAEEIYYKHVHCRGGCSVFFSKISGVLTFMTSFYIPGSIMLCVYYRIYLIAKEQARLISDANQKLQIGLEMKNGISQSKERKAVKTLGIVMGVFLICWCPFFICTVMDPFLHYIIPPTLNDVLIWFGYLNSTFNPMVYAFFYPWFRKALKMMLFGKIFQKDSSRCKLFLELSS
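Assay system: CHO-derived RD-HGA16 cells stably expressing human TAAR1 plus Gα16. Timing: 140 s kinetic read after compound, 140 s after agonist. Technique: kinetic Fluo-8 calcium fluorescence measurement. Measure: % inhibition of agonist calcium response.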
OXTR agonist = activates the human oxytocin receptor; activation, % at 3 µM; 0.32% of 320,000 active; P30559; AID 2435; CHO-OTR cells, Fluo-8 calcium fluorescence; normalized: DMSO 0%, oxytocin 100%;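 active = activation above the mean of all tested compounds plus 3 SD, cutoff set per screening run, cut at about 20% in these data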;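 note: peak over basal fluorescence ratio from a 100 s FLIPR kinetic read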
CHRM1 PAM = human CHRM1 positive allosteric modulation; activation, % at 3 µM; 0.088% of 360,000 active; CHO-K1 hM1, Fluo-8 calcium fluorescence, ACh EC20; 0% = ACh EC20, 100% = maximal ACh; P11229; in the data active = activation above about 19%, passing the limit was not always enough
Target sequence (P11229 whole entry, looked up): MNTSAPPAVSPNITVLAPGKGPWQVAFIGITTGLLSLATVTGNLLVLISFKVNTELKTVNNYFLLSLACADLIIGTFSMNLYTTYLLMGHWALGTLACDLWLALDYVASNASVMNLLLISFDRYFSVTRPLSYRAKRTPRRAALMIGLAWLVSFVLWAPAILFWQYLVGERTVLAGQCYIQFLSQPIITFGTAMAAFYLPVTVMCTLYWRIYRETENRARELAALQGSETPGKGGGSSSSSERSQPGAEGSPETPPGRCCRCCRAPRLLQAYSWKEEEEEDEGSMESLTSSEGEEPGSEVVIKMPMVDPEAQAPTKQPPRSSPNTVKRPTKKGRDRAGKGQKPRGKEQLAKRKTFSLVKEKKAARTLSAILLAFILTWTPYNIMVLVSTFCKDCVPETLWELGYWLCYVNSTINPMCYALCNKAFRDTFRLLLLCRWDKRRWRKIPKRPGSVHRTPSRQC
TAAR1 agonist = human TAAR1 agonism. Q96RJ0. CHO RD-HGA16 TAAR1, Fluo-8 calcium fluorescence; vehicle wells 0%, saturating PEA agonist 100%. activation, % at 3 µM. 0.99% of 360,000 active. AID 624467;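 active = activation above the mean activation of all test compounds in the run plus 3 SD, cut at about 38% in these data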
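Repeats: no replicates (n 1) | Material: CHO-derived RD-HGA16 cells with stable Gα16 and human TAAR1 | Technique: Kinetic Fluo-8 calcium fluorescence | Schedule: 17-24 h seeding, 75 min 37 °C dye, 30 min RT | Evaluation: % activation from peak over basal fluorescence ratio, DMSO-to-PEA scaled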
V1aR counter = V1a receptor agonism, counter-screen for OXTR agonists | CHO-V1R cells, Fluo-8 calcium fluorescence, agonist mode; 0% DMSO, 100% 3 nM vasopressin | activation, % at 3 µM | AID 2797 | P37288 | 0.25% of 320,000 active;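 active = activation above the mean activation of all tested compounds plus 3 SD, per screening run, cut at about 20% in these data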;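 note: signal is peak over basal fluorescence ratio across a 100 second FLIPR read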
M1 antag = blocks human M1 muscarinic receptor; 1.3% of 360,000 active; P11229; inhibition, % at 3 µM; CHO-K1 hM1, Fluo-8 calcium fluorescence, ACh EC80 antagonist; AID 588852;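 active = percent inhibition above its own plate's cutoff, namely the mean of that plate's compound wells plus 3 SD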;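 note: peak over basal fluorescence ratio during 140 s after agonist addition; 0% = ACh EC80 plus DMSO and 100% = DMSO alone without agonist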
CHO parental Ca = counter-screen for OX1R antagonists: effect in parental CHO cells; parental CHO-K1, ATP-induced calcium, Fluo-8 fluorescence; inhibition, % at 5.6 µM; 0.63% of 330,000 active;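 active = inhibition above that plate's mean sample inhibition plus 3 SD, cut at about 26% in these data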;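 note: 0% = ATP-challenged DMSO wells and 100% = DMSO wells without ATP; some compounds past the cut are filed as inactive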
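Assay system: untransfected parental CHO cell line. Also added: ATP agonist challenge. Dosing: one dose, 5.6 µM nominal. Measured by: Fluo-8 fluorescence. Read-out: % inhibition. Benchmarks: ATP wells versus no-ATP DMSO wells. Repeats: no replicates.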
M1 ag = activates human CHRM1 receptor. P11229. CHO-K1 hM1, Fluo-8 calcium fluorescence, agonist mode; 0% DMSO, 100% acetylcholine EC100. activation, % at 3 µM. 0.33% of 360,000 active. AID 588814;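 active = activation above the run's mean compound activation plus 3 SD, cut at about 16% in these data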;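 note: peak over basal fluorescence ratio within a 140 s kinetic read after compound addition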
OXTR potentiate = potentiators of human oxytocin receptor; CHO-OTR cells, Fluo-8 calcium fluorescence, potentiator mode; 0% = oxytocin EC15, 100% = EC100; activation, % at 3 µM; 0.061% of 320,000 active;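 active = activation above that plate's cutoff, the mean activation of tested compounds plus 3 SD, cut at about 6.6% in these data, passing the limit was not always enough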;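 note: 100% uses oxytocin at 75 nM as the full agonist control; some results filed as inactive read as strong as hits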
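System: human OTR in CHO cells; Also added: sub-maximal oxytocin, roughly EC15; Timing: compound 6 min at room temperature before oxytocin, 100 s read; Technique: Fluo-8 intracellular calcium fluorescence, ex 470-495, em 515-575 nm; Controls: oxytocin EC15 low and EC100 high; Replication: singlicate.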
Active calls of the source: *; / = not tested or not shown.

1	O=c1oc2ccccc2cc1-c1nc2ccccc2o1
2	O=C(CSc1nc2ccccc2c(=O)n1Cc1ccco1)NCc1ccco1
3	N#Cc1cccc(C(=O)OCC(=O)NC(=O)NC2CCCCC2)c1
4	N#CC(OC(=O)c1ccccc1)c1cccc([N+](=O)[O-])c1 (stereo not drawn)
5	Cc1ccc2[nH]ccc(=O)c2c1
6	Cc1ccc(S(=O)(=O)NCC(=O)OCC(=O)c2c(N)n(C)c(=O)n(C)c2=O)cc1

| Assay by compound | 1 | 2 | 3 | 4 | 5 | 6 |
| --- | --- | --- | --- | --- | --- | --- |
| TAAR1 antag | -1 | 18 | -41 | 5 | 0 | 11 |
| OXTR agonist | -1.7 | -1.0 | 1.5 | / | -0.6 | 0.6 |
| CHRM1 PAM | 6 | -6 | 12 | 0 | -10 | 3 |
| TAAR1 agonist | 2 | 7 | 0 | 0 | 8 | 0 |
| V1aR counter | -0.6 | -0.1 | -0.3 | / | 0.0 | 0.9 |
| M1 antag | -12 | 6 | -12 | 1 | 5 | -4 |
| CHO parental Ca | -22 | -17 | -20 | / | 2 | 3 |
| M1 ag | -5 | -10 | -2 | -7 | -1 | -6 |
| OXTR potentiate | 0 | -4 | -11 | / | -5 | -2 |

7	COc1ccc(NC(=O)c2cc(-c3ccco3)on2)cc1OC
8	CC(C)N(C(=O)CSc1nc2ccccc2n1-c1ccccc1)C(C)C
9	O=C1NC2NC(=O)N(C(Cc3ccccc3)C(=O)O)C2N1 (stereo not drawn)
10	O=C(N/N=C/c1sc(N2CCOCC2)nc1-c1ccccc1)c1cccc(S(=O)(=O)N2CCCC2)c1
11	O=C(O)C1CCN(C(=O)CCN2C(=O)S/C(=C\c3ccccc3)C2=O)CC1
12	COc1ccc(Cc2nc(-c3cccs3)no2)cc1

| Assay by compound | 7 | 8 | 9 | 10 | 11 | 12 |
| --- | --- | --- | --- | --- | --- | --- |
| TAAR1 antag | -10 | -10 | 11 | 52* | -28 | -10 |
| OXTR agonist | 0.0 | -1.4 | 0.2 | 3.8 | 0.8 | -1.7 |
| CHRM1 PAM | 1 | -15 | 5 | -5 | -2 | 4 |
| TAAR1 agonist | 3 | 1 | 15 | 14 | 1 | -1 |
| V1aR counter | 0.0 | -1.6 | 0.5 | 2.9 | 0.5 | 0.6 |
| M1 antag | 6 | 10 | 1 | 23 | 0 | -10 |
| CHO parental Ca | 0 | -31 | 8 | -10 | 4 | -9 |
| M1 ag | -3 | -13 | -3 | 2 | -1 | -10 |
| OXTR potentiate | -2 | -2 | 1 | 5 | -2 | -3 |

13	COc1ccc(N(CC(=O)NCc2ccco2)C(=O)CNS(=O)(=O)c2ccc(Cl)cc2)cc1
14	Cc1cccc(NC(=O)CN2C(=O)N/C(=C\c3ccc(N4CCOCC4)cc3)C2=O)c1
15	CC(=O)N1c2ccc(S(=O)(=O)NCCC(=O)Nc3ccc(C)c(F)c3)cc2CC1C (stereo not drawn)
16	CC12CCC(=O)N1C(C(=O)N1CCN(c3cccc(Cl)c3)CC1)CS2 (stereo not drawn)
17	COC(=O)c1ccccc1NC(=O)c1ccc2c(c1)CC(C)O2 (stereo not drawn)
18	COc1ccccc1C1CCCN1Cc1nc(-c2cc3c(cc2Cl)OCO3)oc1C (stereo not drawn)

| Assay by compound | 13 | 14 | 15 | 16 | 17 | 18 |
| --- | --- | --- | --- | --- | --- | --- |
| TAAR1 antag | -4 | 12 | -7 | 48 | 14 | 8 |
| OXTR agonist | 2.1 | -1.4 | 1.2 | 1.7 | / | -2.0 |
| CHRM1 PAM | 4 | 9 | -2 | -6 | 0 | 1 |
| TAAR1 agonist | 3 | 1 | 0 | 15 | 3 | 4 |
| V1aR counter | 1.4 | -0.3 | 1.7 | 3.7 | / | -0.7 |
| M1 antag | -11 | -6 | 1 | 4 | -4 | 3 |
| CHO parental Ca | -19 | -4 | -25 | -9 | / | -20 |
| M1 ag | -4 | -3 | -2 | -1 | -3 | -5 |
| OXTR potentiate | -12 | -5 | -9 | -11 | / | -3 |

Record cards, from the list above.
COc1ccc(N(CC(=O)NCc2ccco2)C(=O)CNS(=O)(=O)c2ccc(Cl)cc2)cc1 is listed with TAAR1 antag = -4; OXTR agonist = 2.1; CHRM1 PAM = 4; TAAR1 agonist = 3; V1aR counter = 1.4; M1 antag = -11; CHO parental Ca = -19; M1 ag = -4; OXTR potentiate = -12
Cc1cccc(NC(=O)CN2C(=O)N/C(=C\c3ccc(N4CCOCC4)cc3)C2=O)c1 is listed with TAAR1 antag = 12; OXTR agonist = -1.4; CHRM1 PAM = 9; TAAR1 agonist = 1; V1aR counter = -0.3; M1 antag = -6; CHO parental Ca = -4; M1 ag = -3; OXTR potentiate = -5
COC(=O)c1ccccc1NC(=O)c1ccc2c(c1)CC(C)O2 (stereo not drawn) is listed with TAAR1 antag = 14; OXTR agonist = /; CHRM1 PAM = 0; TAAR1 agonist = 3; V1aR counter = /; M1 antag = -4; CHO parental Ca = /; M1 ag = -3; OXTR potentiate = /

(listing goes on)
19	O=C1NCCN1C(=O)c1ccco1
20	COCCNC(=O)CN(CC1CCCO1)C(=O)CCC(=O)Nc1ccccn1 (stereo not drawn)
21	CSCCC1NC(=O)N(C(C)C(=O)Nc2cc(Cl)cc(Cl)c2)C1=O (stereo not drawn)
22	O=C(CCN1C(=O)[C@@H]2Cc3ccccc3CN2C1=O)NCc1ccccc1
23	Cc1ccc(NC(=O)CSCC(=O)NNC(=O)c2ccoc2C)cc1
24	O=C(O)CCc1nn2cc(-c3ccccc3)nc2[nH]c1=O

| Assay by compound | 19 | 20 | 21 | 22 | 23 | 24 |
| --- | --- | --- | --- | --- | --- | --- |
| TAAR1 antag | 8 | 0 | -10 | -20 | -5 | -10 |
| OXTR agonist | 1.1 | 1.3 | 1.4 | -0.6 | -1.4 | 3.2 |
| CHRM1 PAM | 6 | 1 | 3 | 23 | 8 | 6 |
| TAAR1 agonist | 5 | 5 | 1 | 2 | 1 | 4 |
| V1aR counter | 0.5 | 1.1 | 0.3 | 0.1 | -0.7 | 0.4 |
| M1 antag | -7 | -44 | -5 | -14 | -16 | 0 |
| CHO parental Ca | 6 | -2 | -9 | -11 | -14 | -6 |
| M1 ag | -3 | 1 | -6 | 5 | -1 | -3 |
| OXTR potentiate | 1 | 2 | -3 | 0 | -2 | -8 |

25	C/C(=N\Nc1ccc(Cl)cc1)c1ccncc1
26	CN(CC(=O)N1CCN(c2ccc(F)cc2)CC1)S(=O)(=O)c1ccc(F)cc1
27	COc1cc(C(=O)NC(=S)NNC(=O)c2cnccn2)cc(OC)c1OC
28	OCCNc1nc(Nc2ccccc2)nc2ccccc12
29	Cc1ccc(S(=O)(=O)N2CCCN(Cc3nc4ccccc4c(=O)[nH]3)CC2)cc1
30	COc1ccc(N2CCN(S(=O)(=O)c3ccc(-c4cc(C)no4)s3)CC2)cc1

| Assay by compound | 25 | 26 | 27 | 28 | 29 | 30 |
| --- | --- | --- | --- | --- | --- | --- |
| TAAR1 antag | 7 | 3 | -5 | 92* | 6 | -29 |
| OXTR agonist | -1.3 | 0.2 | 0.2 | 9.4 | / | -0.4 |
| CHRM1 PAM | -4 | 2 | 2 | 6 | 13 | 0 |
| TAAR1 agonist | -3 | -1 | 5 | 97* | 0 | 0 |
| V1aR counter | -2.0 | 1.6 | -0.5 | 0.4 | / | -1.0 |
| M1 antag | 10 | 0 | -3 | -5 | 2 | 4 |
| CHO parental Ca | -18 | -11 | -7 | -13 | / | 14 |
| M1 ag | -8 | -3 | -5 | -5 | 5 | -1 |
| OXTR potentiate | 2 | -28 | -1 | -6 | / | -12 |

31	CCc1c(O)nc(SCC(=O)Nc2ccccc2C)[nH]c1=O
32	CCN(CC)C(=O)c1sc(NC(=O)c2ccc3c(c2)OCO3)c(C#N)c1C
33	CCOC(=O)c1nc(-c2ccc(OC)c(OC)c2)no1
34	CC1=C(C(=O)N(C)C)CC(CC(=O)NCc2cccs2)C(=O)N1CCCN1CCCC1=O (stereo not drawn)
35	CN1CCN(/C(=N\O)c2nonc2N)CC1
36	CC(=O)c1cccc(N2C(=O)CC(N3CCN(S(=O)(=O)c4ccc(Cl)cc4)CC3)C2=O)c1 (stereo not drawn)

| Assay by compound | 31 | 32 | 33 | 34 | 35 | 36 |
| --- | --- | --- | --- | --- | --- | --- |
| TAAR1 antag | 9 | 1 | -20 | -13 | 3 | 0 |
| OXTR agonist | 0.9 | 0.3 | -0.8 | / | 0.5 | 0.3 |
| CHRM1 PAM | 2 | 8 | 12 | 11 | -10 | 12 |
| TAAR1 agonist | 6 | 4 | 2 | 7 | 10 | 0 |
| V1aR counter | 0.6 | 0.4 | 1.1 | / | 1.0 | 0.2 |
| M1 antag | -11 | -6 | -10 | -17 | 23 | -5 |
| CHO parental Ca | -5 | -4 | -15 | / | -7 | -18 |
| M1 ag | -4 | 1 | -4 | -2 | -5 | -1 |
| OXTR potentiate | 1 | 1 | -9 | / | -6 | 0 |

37	OCC[C@H]1C[C@@H](O)[C@H](O)[C@]2(Cc3ccccc3CO2)O1
38	CC1CCCC(NC(=O)CCn2c(=O)oc3ccccc32)C1C (stereo not drawn)
39	CC(=O)/C(=N\Nc1cccc(Cl)c1)Sc1nnc(-c2ccccc2)n1-c1ccccc1
40	COc1ccc2c(Cl)c(-c3nnco3)sc2c1
41	CCCCNc1nc2c(c(=O)n(C)c(=O)n2C)n1CCC
42	CCNC(=O)CCC(=O)Nc1cc(Cl)ccc1C
43	COc1ccc(NC(=O)CC2Nc3cccc4cccc(c34)NC2=O)cc1 (stereo not drawn)
44	COC(=O)Cc1c(C)nc2nc(-c3ccc(Cl)cc3)[nH]n2c1=O
45	CC(C)c1c(C(=O)N/N=C/c2cccc(OCc3ccccc3)c2)nnn1-c1nonc1N

| Assay by compound | 37 | 38 | 39 | 40 | 41 | 42 | 43 | 44 | 45 |
| --- | --- | --- | --- | --- | --- | --- | --- | --- | --- |
| TAAR1 antag | -20 | 7 | -20 | 0 | 14 | 14 | 22 | 9 | 46 |
| OXTR agonist | 0.4 | -0.3 | -2.2 | -1.1 | 0.0 | 0.2 | 0.6 | -0.8 | 3.0 |
| CHRM1 PAM | -6 | 3 | 9 | 1 | 1 | 4 | 1 | 3 | 6 |
| TAAR1 agonist | 0 | 4 | 9 | 9 | 1 | 0 | 16 | 9 | 2 |
| V1aR counter | 1.3 | -0.5 | -0.4 | 0.7 | 1.8 | 0.9 | 1.3 | -0.1 | 4.1 |
| M1 antag | 16 | -6 | -13 | 7 | -9 | -5 | 2 | -1 | 0 |
| CHO parental Ca | 6 | -16 | -17 | -16 | -3 | -1 | -1 | 12 | 2 |
| M1 ag | -3 | -7 | -7 | -4 | -2 | -3 | -2 | -3 | -3 |
| OXTR potentiate | -10 | -2 | -2 | -9 | -6 | -2 | -15 | -8 | -10 |
